Screens deposited in PubChem BioAssay by several laboratories.
Insulin prom inh = TRM-6 insulin promoter activity inhibition. hit rate 0.9% among 130,000. inhibition, % at 2 µM. AID 1273. TRM-6 cells (human fetal islet line), insulin promoter-eGFP reporter, imaging; reporter expression induced with tamoxifen;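 active = inhibition above the mean plus 3 SD, with well images judged a real hit on visual review, cut at about 60% in these data, passing the limit was not always enough; inconclusive = inhibition over the cutoff but images rejected on review; inactive = inhibition not above the cutoff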
sdo1 growth = compounds rescuing growth of sdo1-depleted yeast, bone marrow failure model | AID 817 | hit rate 0.21% among 140,000 | S. cerevisiae sdo1-depleted JHY4D growth rescue, OD600 30 h; stronger effect = higher value; pdr5 snq2 efflux-pump mutant strain | z-score at 10 µM;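 active = z-score above 3 at both the 24 hr and the 30 hr optical density reads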;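 note: z-score against mean and SD of all compound wells on the same plate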
sdo1 growth Rescue 24 h = also measured in sdo1 growth; calls as there; z-score; S. cerevisiae sdo1-depleted JHY4D growth rescue, OD600; measured here: growth rescue at 24 h;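 0 is the plate mean of compound wells and units are plate SD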
The depositor's hits bear a star; ? = inconclusive; / = not tested or not shown.

SMILES	Insulin prom inh	sdo1 growth	sdo1 growth Rescue 24 h
O=C1CC(c2ccccc2)Sc2nc(-c3ccccc3)c(-c3ccccc3)n21 (configuration not stated)	/	-0.84	-0.66
CCOC(=O)CC(=O)CSc1nc2c(sc(=S)n2-c2ccc(OCC)cc2)c(=O)[nH]1	-22	-0.08	0.33
CCCCCC1CC(CC(=O)NC(=S)Nc2ccc([N+](=O)[O-])cc2)C(=O)O1 (configuration not stated)	35	-1.4	-1.5
Cc1ccc(S(=O)(=O)N(Cc2ccccc2)c2ccccc2C(=O)NCc2ccco2)cc1	-17	-0.61	-0.24
CN(C)S(=O)(=O)c1ccc(NC(=O)COC(=O)C2CC3CCCC(C2)C3=O)cc1 (configuration not stated)	-17	/	/
O=C(Nc1ccccc1)C1CCN(C(=O)c2ccc([N+](=O)[O-])cc2)CC1	31	/	/
Cc1ccc2c(c1)c1c(n2CC(O)CNC(C)(C)C)CCCC1 (configuration not stated)	/	-0.78	-0.8
O=C(CSc1nncs1)N1CCN(S(=O)(=O)c2ccccc2)CC1	29	/	/
CCSc1cc(C)nc2c(-c3ccc(Cl)cc3)c(C)nn12	38	-0.34	0.21
COc1ccccc1OCC(=O)NC1CCCCCC1	/	0.08	-0.01
CCN(CC)c1ccc(NC(=O)c2cccc(C)c2OC)c(C)c1	26	-1	-0.9
O=S(=O)(c1ccc2ncn(O)c2c1)N1CCOCC1	-25	/	/
Cc1nc(NC(=O)c2ccc(Cl)cc2)sc1Cc1ccc2c(c1)OCO2	-1	-0.77	-0.08
COc1ccccc1N1CCN(C(=O)c2ccc(CN3CCc4ccccc4C3)cc2)CC1	0	-0.15	-1.1
CC(=O)NC1C(Oc2ccccc2C)OC2COC(c3ccco3)OC2C1O (configuration not stated)	/	1.5	0.93
CCOC(=O)c1ccc(-n2c(C)nc3ccccc3c2=O)cc1	29	-0.05	-0.75
CCOc1ccc(C(=O)NCC(=O)OC2CCOC2=O)cc1OCC (configuration not stated)	-40	-0.22	-0.73
O=C(CNCCO)NC12CC3CC(CC(C3)C1)C2	/	-0.01	-0.3
COc1ccc(C2(CNC(=O)c3ccccc3[N+](=O)[O-])CCOCC2)cc1	-20	/	/
COC(=O)c1nc(NC(=O)C(C)C)n[nH]1	-52	2.1	2.7
CC(C)NC(=S)N/N=C/c1sc(N2CCCCC2)nc1-c1cccs1	-18	-1.4	-0.25
Cc1nnnn1-c1ccc(CC(=O)O)cc1	22	/	/
COc1cc(C)nc(SCC(N)=O)n1	5	0.74	-0.36
Cc1ccc2nc(C)cc(C(=O)Nc3nccs3)c2c1	28	/	/
O=C(Cn1cnc2ccccc21)N1CCc2ccccc21	45	/	/
O=C(Nc1ccccc1OC(F)F)c1cc2c(s1)CCC2	/	-0.71	-0.14
Cc1cccc(N2CCN(C(=O)n3ccnc3)CC2)c1C	/	-0.13	-0.6
COC(=O)c1ccccc1NC(=O)Cc1nc(-c2ccccc2)sc1-c1ccc(C)cc1	0	0.17	-0.5
Cc1cc(N2CCOCC2)n2ncc(-c3ccccc3)c2n1	53	-1.2	-0.84
CCN(CC)CCCN1C(=O)C(O)=C(C(=O)c2ccc(C)o2)C1c1ccc(C)o1 (configuration not stated)	/	0.32	-0.71
O=C(O)CCC(=O)N1CCN(c2nc(-c3ccccc3Cl)c3cc(Br)ccc3n2)CC1	25	-1.5	-1.4
O=C(NC(NCc1ccccn1)(C(F)(F)F)C(F)(F)F)c1ccco1	/	1.1	0.61
Cc1nc2ccccn2c1C(=O)N=Nc1c(O)[nH]c2ccccc12	6	-0.12	0.64
O=C(NCCN1CCN(C(=O)c2cccs2)CC1)C(=O)Nc1ccc(Br)cc1	13	2.6	-0.46
Cc1cc(C)c(NC(=O)NC2CCCCC2)c(C)c1	-43	-0.88	-0.75
Cc1cc(C)nc(SCCC(=O)Nc2cccc3ccccc23)n1	/	-0.49	0.04
O=C(O)C12CC3CC(C1)CC(n1ncc(N4CCN(c5ccccc5)CC4)c(Cl)c1=O)(C3)C2	2	0.85	1.1
O=C(/C=C/c1cccc(Cl)c1)NCc1ccncc1	36	2.7	3.4
COc1ccc(C(CNC(=O)c2cccc(N(C)C)c2)N2CCCC2)cc1 (configuration not stated)	3	0.51	-0.2
O=S(=O)(c1ccccc1)c1nc(-c2ccccc2)oc1N1CCCC1	-15	/	/
CCOC(=O)c1c(C)nc2c3ccccc3ccn12	62	-0.7	-0.43
CC1CCN(C(=O)CSc2nc3ccccc3c(=O)[nH]2)CC1	14	/	/
N/C(=N\OC(=O)c1ccc(=O)n(Cc2ccc(Cl)cc2)c1)c1ccccn1	57	/	/
O=c1[nH]c(CN2CCN(S(=O)(=O)c3ccc4ccccc4c3)CC2)nc2ccccc12	35	/	/
NC(=O)C1CCN(CC(=O)Nc2ccccn2)CC1	18	-0.27	-0.47
CCN(C(=O)CSc1ncccc1C(=O)OC(C)C)c1cccc(C)c1	-38	-1.5	-1.1
CN1COc2ccc3ccccc3c2C1	38	/	/
CN(C)CCCN(C(=O)CCc1ccccc1)c1nc2ccc(Cl)cc2s1	/	-2	-1.8
Cc1ccsc1C(=O)NNC(=O)C1CC=CCC1C(=O)O (configuration not stated)	/	1.9	1.9
Oc1ccccc1-c1cc(-c2ccccc2)no1	/	-1	0.53

Entries of single compounds from above. Values in the order: Insulin prom inh, sdo1 growth, sdo1 growth Rescue 24 h
`Oc1ccccc1-c1cc(-c2ccccc2)no1` is entered as /, -1, 0.53
`CN1COc2ccc3ccccc3c2C1` is entered as 38, /, /
`CCN(C(=O)CSc1ncccc1C(=O)OC(C)C)c1cccc(C)c1` is entered as -38, -1.5, -1.1

Later entries.
SMILES	Insulin prom inh	sdo1 growth	sdo1 growth Rescue 24 h
CCOC(=O)C(=NC(C)CC)NNc1cccc(C(F)(F)F)c1 (configuration not stated)	54	-0.72	-0.3
CCC(=O)Nc1cccc(NC(=O)CSc2nnc(-c3ccc(NS(C)(=O)=O)cc3)n2C)c1	-43	-0.13	-0.75
CCCCNC(=O)c1ccc2c(c1)N(CC)C(=O)c1ccccc1S2(=O)=O	/	1.9	2.3
OC(c1cccs1)(c1cccs1)C1C[N+]2(CF)CCC1CC2 (configuration not stated)	11	1.4	1.9
CCNCCNC(=O)c1c(O)c2ccccc2n(CC)c1=O	/	0.51	0.81
O=S(=O)(c1ccc(OCC(O)CN2CCN(c3ccccc3O)CC2)cc1)N1CCOCC1 (configuration not stated)	/	-0.35	0.14
CCn1c(=O)n(Cc2ccco2)c(=N)c2c3c(sc21)COC(C)(C)C3	-26	0.5	0.44
COc1cccc2sc(Nc3nnc(-c4ccc(F)cc4)o3)nc12	/	-0.08	-0.42
Cc1ccc(OCC(=O)N/N=C\c2cn(C)c3ccccc23)c([N+](=O)[O-])c1	/	-0.64	-0.86
O=c1c2cc3c(cc2[nH]c(=S)n1CCN1CCOCC1)OCO3	8	0.19	-0.58
Cc1ccc(-c2nc(C3CCN(S(C)(=O)=O)CC3)no2)cc1	/	0.53	0.9
CC(=O)c1cccc(NC(=O)COC(=O)COc2c(Cl)cc(Cl)c3ccc(C)nc23)c1	-22	1.1	1.4
Cc1occc1C(=O)NNC(=S)Nc1ccccc1	4	-0.31	-1.1
O=C(CSc1ccc2c(c1)OCCO2)NCC1CCCO1 (configuration not stated)	/	0.32	0.25
CCc1ccccc1OCC(=O)NC1CCCC1	4	-0.25	-0.03
Nc1c(C(=O)c2ccc(Cl)cc2)sc2c1c(=O)[nH]c(=O)n2-c1ccccc1	/	0.06	0.55
CCc1nc2ccccc2c(C(=O)OC2CCOC2=O)c1C (configuration not stated)	-18	1.6	1.2
O=C(NCC1CCCO1)c1sc2ccccc2c1Cl (configuration not stated)	-27	0.63	1.4
CCOC(=O)N1CCc2c(sc3nc4n(c(=O)c23)N=C(C)CS4)C1	9	1.7	2.5
CCCCOc1ccc(S(=O)(=O)NCc2csc(C)n2)cc1	?	0.77	1.4

Shown with values under each structure: entries from further up.
Values in the order: Insulin prom inh, sdo1 growth, sdo1 growth Rescue 24 h
CC(=O)c1cccc(NC(=O)COC(=O)COc2c(Cl)cc(Cl)c3ccc(C)nc23)c1
 : -22, 1.1, 1.4
Cc1occc1C(=O)NNC(=S)Nc1ccccc1
 : 4, -0.31, -1.1
O=C(CSc1ccc2c(c1)OCCO2)NCC1CCCO1 (configuration not stated)
 : /, 0.32, 0.25
CCc1ccccc1OCC(=O)NC1CCCC1
 : 4, -0.25, -0.03

(list continues)
SMILES	Insulin prom inh	sdo1 growth	sdo1 growth Rescue 24 h
O=C(Nc1ccc(N2CCOCC2)cc1)C1CC(=O)N(c2ccc(F)cc2)C1 (configuration not stated)	67	/	/
Cc1occc1C(=O)N1CCN(c2ccccc2)CC1	-8	-0.18	-1.3
CCOCCOCN(C#N)c1nc(OC)nc(N(C)C)n1	-28	0.78	0.46
COc1ccccc1OCCC(=O)Nc1cccc(S(=O)(=O)N2CCCCC2)c1	-21	-0.25	0.02
Oc1ccc(Br)cc1C=Nc1ccc2c3c(cccc13)CC2	-104	-0.83	-0.58
CCOC(=O)c1sc(-c2ccccc2)cc1NC(=O)Nc1ccccc1	0	-0.29	-0.22
CC(C)CNc1ncnc2c1sc1nc(N3CCOCC3)c3c(c12)CC(C)(C)OC3	-33	-0.11	0.43
O=S(=O)(Nc1ccc(S(=O)(=O)N2CCOCC2)cc1)c1ccccc1	-15	1.8	1.8
O=S(=O)(NCC1CCCO1)c1ccc(S(=O)(=O)N2CCc3ccccc3C2)cc1 (configuration not stated)	5	-0.57	1.6
O=C(O)C1Cc2ccccc2CN1S(=O)(=O)c1ccc2ccccc2c1 (configuration not stated)	-26	1.8	1.7
Clc1ccc(SCc2cn3cccnc3n2)cc1	-16	-0.06	-0.5
COc1ccc(C2C(C(=O)OCC(=O)N3CCCCC3)CCC(=O)N2c2ccc(OC)cc2)cc1 (configuration not stated)	-8	1.4	1.2
COC(=O)c1ccncc1C(=O)Nc1ccc(OC)cc1	44	/	/
COc1ccccc1NS(=O)(=O)c1ccc(Cl)c(NC(=O)CN2C(=O)c3ccccc3C2=O)c1	0	0.41	0.98
CNC(=S)NNC(=O)c1sccc1C	/	2.1	2.5
CC1(C)CC(=O)C(CC(=O)Nc2ccc(S(N)(=O)=O)cc2)=C(O)C1	56	1	0.87
CC(=O)Nc1cc(C(=O)NCc2ccco2)ccc1Sc1ccc(Cl)cc1	-4	-0.46	-0.7
CN(CCc1cn[nH]c1)C(=O)CC1C(=O)NCCN1Cc1ccccc1C(F)(F)F (configuration not stated)	13	/	/
Cc1cc(C)n2c(SCc3cccs3)nnc2n1	48	-0.27	-0.44
COc1ccc(N/N=C(C)/C(=N/O)C(=O)Nc2ccccc2)cc1	-9	/	/
COc1cccc2c1C(=O)c1ccc3ccccc3c1C2=O	36	-1.1	0.45
Clc1ccccc1-c1nnn(Cc2ccc(-c3nn[nH]n3)cc2)n1	44	0.07	-0.72
Cc1noc(C)c1COC(=O)c1ccccc1NC(=O)Cc1ccccc1	-39	-0.14	0.06
COCCN(C(=O)CNC(=O)c1cccs1)C(C(=O)NC1CCCC1)c1cccs1 (configuration not stated)	-23	0.41	0.36
O=C(NCCN1C(=O)S/C(=C\c2cccnc2)C1=O)C1CC(=O)N(Cc2ccco2)C1 (configuration not stated)	39	/	/
O=C(CSCC(=O)NCc1ccco1)NCc1ccco1	/	1.4	1.9
FC(F)(F)c1nnc(-c2ccccc2)nc1Sc1ccc(Cl)cc1	14	-1.9	-0.49
COc1cccc(-n2cnc(=O)c3cccnc32)c1	33	-0.97	-1.6
CCn1cnc2c(cnn2-c2ccccc2)c1=O	54	-0.23	-1.1
CNS(=O)(=O)c1ccc(C)cc1	-29	0.16	0.15
COc1ccc2[nH]c(=O)c(C(c3nnnn3C3CCCCC3)N3CCN(C)CC3)cc2c1 (configuration not stated)	33	-0.7	-1
Cc1ccc(C(=O)Nc2ccc(Br)cc2)cc1S(=O)(=O)Nc1ccccn1	/	0.19	0.88
NS(=O)(=O)c1ccc(CCNC(=O)C2Cc3ccccc3CN2C(=O)c2ccco2)cc1 (configuration not stated)	/	0.06	0.28
COC(=O)CCS(=O)(=O)c1ccc(NC(C)=O)cc1	3	0.62	0.52
O=C1/C(=C\c2ccc3ccccc3c2)CCCc2ccccc21	5	-0.58	0.41
COc1ccc(/C=C/C(=O)OCC(=O)Nc2cccc(Oc3ccccc3)c2)c(OC)c1	42	-0.27	-0.33
O=C(c1cccs1)c1ccc(-c2cccs2)s1	/	-0.81	-0.94
CCOC(=O)C1CCN(Cc2nc(-c3ccc(OC)c(OC)c3)no2)CC1	/	0.09	-0.11
Cc1ccc(CSc2ccc3nnc(-c4ccccn4)n3n2)cc1	-14	/	/
Nc1nc(SCc2nc3sc4c(c3c(=O)[nH]2)CCCC4)n[nH]1	-62	-0.05	0.17
Cc1ccc(NC(=O)c2ccc3c(c2)nnn3C)cc1	-77	1.6	2
CCn1nc(C(=O)OCc2c(C)noc2C)c2ccccc2c1=O	/	-0.75	-1.3
Cc1cc(C)n(-c2cc(N3CCN(C(=O)c4ccc(C(C)(C)C)cc4)CC3)ccc2[N+](=O)[O-])n1	0	-0.31	0.47
